Assay outcomes as filed in PubChem BioAssay.
UPR XBP1 act – activators of adaptive arm of unfolded protein response (XBP1) | activation, % at 20 µM | 330,000 compounds, 0.33% hits | CHO-XBP1 luciferase reporter, IRE1-XBP1 UPR activation, luminescence; percent of tunicamycin response, DMSO as zero | AID 463104;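 active = versus positive control, 20 µM dose yields 30% or more activation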;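 note: 100% = tunicamycin at 10 µg/mL and 0% = DMSO only wells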
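Test system: CHO-XBP1 luciferase reporter cells | Buffer or medium: Serum-containing F12 medium, 10% FBS | Schedule: 6 h compound exposure at 37 °C, 5% CO2 | Detection: Steady-Glo luciferase glow luminescence, 10 min after reagent addition | Read-out basis: Activation, % of tunicamycin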
APJ agonist – activates the human apelin receptor APJ. AID 2520. 330,000 compounds, 0.11% hits. P35414. CHO-K1 APJ PathHunter beta-arrestin, luminescence; 0% DMSO wells, 100% apelin. activation, % at 20 µM;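 active = activation more than six SD over the plate average, tested at 20 µM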;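 note: 0% = DMSO alone and 100% = apelin-13 at 10 nM; some results filed as inactive read as strong as hits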
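system = engineered CHO-K1 APJ arrestin reporter cells | input = 1000 cells per well | timing = overnight seeding, 90 min compound at 25 °C, 1 h detection | measured by = enzyme-fragment complementation luminescence | read-out = beta-arrestin recruitment to APJ as agonist activity, luminescent signal | control set = negative DMSO alone, positive Apelin-13 at 10 nM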
CHOP UPR activ – activators of apoptotic arm of unfolded protein response (CHOP). CHO-CHOP luciferase reporter, UPR activation, luminescence; percent of tunicamycin response over DMSO baseline. activation, % at 10 µM. 330,000 compounds, 0.34% hits. AID 449763;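 active = at 10 µM dose, activation of 40% or more, normalized to positive control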;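 note: 100% = tunicamycin at 10 µg/mL and 0% = DMSO alone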
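Test system: CHO CHOP reporter cells. Input: 500 CHO-CHOP cells per well. Medium: F12 with 10% FBS. Technique: luciferase luminescence. Measure: percent activation relative to tunicamycin control. Dosing: 10 µM compound, 0.5% DMSO. Timing: 16-18 h cell attachment, then 6 h compound exposure, 37 °C.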
Jurkat NFkB inh – inhibitors of the PMA/ionomycin-induced NF-kB reporter in Jurkat cells | PMA/ionomycin-induced NF-kB luciferase reporter, luminescence | inhibition, % at 4 µM | 330,000 compounds, 0.53% hits; in the data active = inhibition above about 50%
tim23-1 inh – growth inhibitors of tim23-1 mutant yeast; S. cerevisiae tim23-1 growth, BacTiter-Glo luminescence, 24 h; inhibition, % at 20 µM; 330,000 compounds, 1.3% hits;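 active = growth inhibition of the mutant yeast at or above 50%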;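 note: temperature-sensitive mutant grown at 25 °C; plate controls were DMSO-treated mutant yeast for no effect and medium wells lacking yeast for full effect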
697 NFkB inh – lowers PMA/ionomycin-induced NF-kB signal in 697 B cells | 697 B-cell NF-kB luciferase reporter, 16 h | inhibition, % at 4 µM | 330,000 compounds, 0.33% hits; in the data active = inhibition above about 35%
APJ antagonist – blocks the human apelin receptor APJ. CHO-K1 APJ beta-arrestin complementation, luminescence. inhibition, % at 20 µM. 330,000 compounds, 0.32% hits;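 active = inhibition above about 40% at 20 µM, limit read from the data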;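 note: cells challenged with 10 nM apelin-13 agonist together with compound; plate controls were apelin-13 plus DMSO wells for no effect and DMSO wells lacking apelin-13 for full effect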
Mdm2-MdmX inh – human Mdm2/MdmX binding inhibition. SaOS-2 split-luciferase Mdm2/MdmX complementation, luminescence. inhibition, % at 8 µM. 330,000 compounds, 3% hits. AID 485346;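 active = inhibition of at least 50% at 8 µM in the primary screen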
Target sequence (O15151 whole entry, looked up): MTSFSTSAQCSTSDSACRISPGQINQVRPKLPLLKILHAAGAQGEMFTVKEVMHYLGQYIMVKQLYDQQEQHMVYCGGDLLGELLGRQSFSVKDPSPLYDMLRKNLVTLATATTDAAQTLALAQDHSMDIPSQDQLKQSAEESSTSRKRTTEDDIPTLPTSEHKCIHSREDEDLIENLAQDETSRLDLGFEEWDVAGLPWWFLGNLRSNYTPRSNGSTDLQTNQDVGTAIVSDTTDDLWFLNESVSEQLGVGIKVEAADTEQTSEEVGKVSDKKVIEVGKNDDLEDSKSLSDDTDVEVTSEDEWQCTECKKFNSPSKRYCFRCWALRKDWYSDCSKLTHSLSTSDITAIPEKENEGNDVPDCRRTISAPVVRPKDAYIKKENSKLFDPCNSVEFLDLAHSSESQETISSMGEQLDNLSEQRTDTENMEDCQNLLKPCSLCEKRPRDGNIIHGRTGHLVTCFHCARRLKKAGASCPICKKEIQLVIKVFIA
Target sequence (Q00987 whole entry, looked up): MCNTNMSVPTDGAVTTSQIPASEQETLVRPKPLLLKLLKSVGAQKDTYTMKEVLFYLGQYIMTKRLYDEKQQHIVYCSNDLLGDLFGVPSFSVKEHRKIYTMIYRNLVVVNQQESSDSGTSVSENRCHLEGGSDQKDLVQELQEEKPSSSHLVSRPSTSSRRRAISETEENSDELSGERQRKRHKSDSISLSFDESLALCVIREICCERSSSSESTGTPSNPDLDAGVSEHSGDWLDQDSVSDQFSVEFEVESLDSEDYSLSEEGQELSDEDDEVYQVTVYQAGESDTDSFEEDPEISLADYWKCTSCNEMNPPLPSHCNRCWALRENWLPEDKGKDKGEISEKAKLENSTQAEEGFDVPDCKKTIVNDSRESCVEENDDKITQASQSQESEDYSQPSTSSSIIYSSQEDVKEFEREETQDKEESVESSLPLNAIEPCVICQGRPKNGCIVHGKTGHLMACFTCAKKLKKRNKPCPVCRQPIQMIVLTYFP
* hit, by the source's call.

SMILES	UPR XBP1 act	APJ agonist	CHOP UPR activ	Jurkat NFkB inh	tim23-1 inh	697 NFkB inh	APJ antagonist	Mdm2-MdmX inh
CC1=C(C)CC(C(=O)NCc2ccc3c(c2)OCO3)C(C(=O)O)C1 (centres undefined)	-2.8	-4.0	-1.8	8.7	-15.5	15.0	15.6	28.6
CCOc1ccc(C)cc1S(=O)(=O)NC1CCCCCC1	-0.3	-5.8	1.5	5.2	39.8	7.6	6.0	0.3
CCN(CC)CCN(C(=O)c1cccc([N+](=O)[O-])c1)c1nc2ccc(OC)cc2s1	-2.6	-7.1	-1.5	-9.2	11.0	-13.3	5.5	-23.0
O=C(/C=C/c1cc([N+](=O)[O-])ccc1OC(F)F)Nc1cccc(OC(F)F)c1	0.4	4.0	0.4	-1.8	-5.5	8.2	-24.2	9.4
COc1cc2c(c(OC)c1)C(c1cccc(OC)c1OC)CC(=O)N2 (centres undefined)	-1.5	-1.4	0.6	3.0	23.2	-5.3	-53.1	22.6
CC1CCN(CC(O)COCCOc2ccc(Br)cc2)CC1 (centres undefined)	-3.4	-5.0	1.1	4.5	5.1	5.5	10.9	-6.7
COc1cc(CSc2nc(-c3ccccc3)cc(=O)[nH]2)cc(OC)c1	-1.9	-2.2	1.7	13.8	18.7	-7.9	9.2	18.4
Cc1ccccc1C1CCCN(C(=O)c2cc(COc3c(F)cccc3F)on2)C1 (centres undefined)	-2.9	-2.4	0.6	-4.8	9.4	-8.6	0.2	-17.0
CCc1ccc(S(=O)(=O)Nc2ccccn2)cc1	-3.0	-1.4	0.1	-0.4	-0.1	1.8	5.3	9.1
CN(C)CCCNC(=O)c1cc(C(=O)c2ccc(F)cc2)c[nH]1	0.4	-6.6	-0.7	-3.5	-4.8	1.5	1.9	10.5
Cc1ccccc1N(CC(=O)NCCSCc1ccccc1)S(C)(=O)=O	-6.0	-0.9	1.5	16.8	4.0	7.1	13.9	10.1
N=c1oc2ccc3ccccc3c2cc1C(N)=S	1.7	1.1	0.0	-37.2	42.1	-3.7	-39.3	86.8*
COc1cc(CC(NC(C)=O)C(=O)NC2CCN(C(=O)Nc3ccc(C)cc3)CC2)cc(OC)c1 (centres undefined)	3.2	-2.1	0.1	0.8	-0.9	12.5	-19.0	6.7
CC(C)(C)c1ccc(NC(=S)NCc2cccs2)cc1	6.3	-0.9	0.2	-20.2	45.1	-39.6	-0.1	-31.4
CCN(CC)CCN(C(=O)CN1C(=O)CCC1=O)c1nc2cc3c(cc2s1)OCO3	-1.1	-5.0	0.5	-22.6	-0.3	7.7	1.0	6.8
CC(C(=O)NC1(C#N)CCCCC1)N(C)CC(=O)Nc1ccc(Cl)c(Cl)c1 (centres undefined)	-3.5	-0.8	-0.6	-12.4	9.8	-2.6	2.1	30.2
CC(C)CC(CO)N1CCN(C(=O)c2ccc(Cl)cc2)CCC1=O (centres undefined)	0.3	6.7	-0.7	9.6	2.5	16.8	15.3	-16.8
COCCCNC(=O)CN1C(=O)/C(=C\c2ccc(C)cc2)Sc2ccccc21	2.5	2.6	1.8	10.6	30.3	14.1	-14.6	12.9
CCP(=O)(CC)C(C)(C)CP(=O)(c1ccccc1)c1ccccc1	-1.4	-1.9	-0.8	-9.3	13.3	16.2	-6.3	-30.9
O=C(OCc1ccc([N+](=O)[O-])cc1)c1ccc2ccccc2n1	3.7	-2.1	-2.3	-7.4	14.4	16.2	-7.9	11.2
O=C(O)C1CCCCC1C(=O)Nc1ccc(S(=O)(=O)N2CCCCCC2)cc1 (centres undefined)	-0.5	-1.4	-2.1	20.3	0.7	14.6	1.4	21.4
COc1ccccc1N1CCN(C(=O)CC(NC(=O)c2ccccc2Cl)c2ccccc2)CC1 (centres undefined)	-2.6	-0.5	0.8	14.5	16.6	13.8	-6.8	8.4
COc1ccc(N=C2S/C(=C\c3ccc(C)s3)C(=O)N2CC(C)C)cc1	-3.4	-4.3	-1.5	0.8	0.6	18.6	4.4	6.8
Cc1cc2c(cc1S(=O)(=O)N1CCN(c3ccccc3)CC1)OCC(=O)N2	-1.6	5.6	3.6	5.0	-12.6	-4.3	1.5	-11.4
Cc1ccc(CN(C(=O)c2ccc([N+](=O)[O-])cc2)C2CCS(=O)(=O)C2)o1 (centres undefined)	-3.3	-2.3	3.4	5.0	8.6	-3.6	10.1	7.8
Nc1cc(N2CCCCCC2)c2nonc2c1[N+](=O)[O-]	-5.8	-4.0	0.3	15.6	-3.6	-19.3	13.0	25.5
CCC(=O)Nc1ccc(-c2nnc(SCc3ccc(C(=O)Nc4nccs4)cc3)n2CC)cc1	-2.6	-2.6	0.8	-4.3	3.1	-10.8	10.3	23.2
Cc1ccc(-c2cnc(SCC(=O)N3CCCc4ccccc43)n2C)cc1	5.5	-4.8	-1.7	-14.5	39.4	-10.1	-15.0	5.2
O=C(NCc1ccco1)C(c1cccnc1)N(C(=O)Cn1nnc2ccccc21)c1ccc(F)cc1 (centres undefined)	0.4	-1.7	1.3	1.4	11.6	13.1	16.6	14.4
CC(C)=C1C2CCC1C1C(=O)N(c3ccc(C)c(C)c3)C(=O)C21 (centres undefined)	1.1	-3.4	0.3	-6.7	26.9	-0.5	-2.6	10.1
CCCN(CC(=O)Nc1ccccc1C)C(=O)CCl	-3.5	1.3	2.0	29.1	31.4	-13.3	6.5	95.1*
CCOc1ccc(N2C(=O)CC(Cc3cc(C)cc(C)c3)C2=O)cc1 (centres undefined)	-2.6	-0.4	-0.1	-10.4	24.1	-5.9	3.1	22.5
Cc1cccc(NC(=O)NNC(=O)c2cc(-c3ccccc3Cl)nc3ccccc23)c1	-4.5	0.9	-0.7	-10.9	16.2	16.4	9.6	-4.8
Cn1c(=O)c2c(nc(Oc3ccc(-c4ccccc4)cc3)n2C)n(C)c1=O	-3.7	2.7	-1.0	11.0	13.9	-23.5	16.3	34.3
CCOc1ccc(N(CC(=O)NC2CCCCC2)C(=O)CNC(=O)c2cccs2)cc1	1.8	2.2	1.0	3.8	2.2	-3.2	8.4	10.4
CC(=O)O[C@H]1C[C@@H]2CC[C@@H]3[C@H](CC[C@@]4(C)[C@H]3C[C@H]([N+]3(C)CCCCC3)[C@@H]4OC(C)=O)[C@@]2(C)C[C@@H]1[N+]1(C)CCCCC1	-3.8	-3.6	0.2	-7.8	-2.4	-3.8	17.9	-13.7
Cc1ccc(C)c(S(=O)(=O)Nc2ccc(S(=O)(=O)Nc3ncccn3)cc2)c1	1.5	-2.8	3.0	12.4	16.0	20.6	-4.6	-1.5
CCOc1ccccc1NC(=O)C1CCCCN1S(=O)(=O)c1ccc(F)cc1 (centres undefined)	-2.3	-1.0	0.1	7.5	23.2	24.0	25.7	3.6
Cc1ccc(/C=C2/SC(=O)N(CC(=O)N3CCOCC3)C2=O)s1	4.3	-3.0	-1.2	-4.4	8.9	2.8	15.2	-7.9
CCOc1ccccc1N1CCN(CC(=O)Nc2ncc(C)s2)CC1	-1.2	-2.4	2.1	2.8	2.3	-12.1	11.5	26.5
COc1ccc(CC(=O)NCc2nnc(SCc3ccc([N+](=O)[O-])cc3)n2C)cc1	-1.8	1.8	1.0	0.7	-5.1	3.9	-2.7	11.1
Cc1ccc(C(CC(=O)O)Nc2nc(N3CCCCC3)nc(N3CCCCC3)n2)cc1 (centres undefined)	7.3	-4.5	-2.7	-0.1	7.3	12.0	1.2	14.0
CCCOC(=O)CCn1c(=S)oc2ccccc21	0.1	-3.1	1.4	-3.5	5.0	1.4	8.9	-0.3
Cn1ncc(Cl)c1C(=O)Nc1ccc(CN2CCCCC2)cc1	-0.7	-6.0	1.0	-13.2	2.8	11.1	-9.1	8.3
Cn1ccsc1=NC(=O)c1ccc(OC(F)(F)F)cc1	3.7	-3.3	6.8	-61.9	20.1	-86.8	19.6	7.4
CCOC(=O)C1CCCN(CC(=O)N(C)c2c(N)n(Cc3ccccc3)c(=O)[nH]c2=O)C1 (centres undefined)	-0.3	-1.3	0.3	-4.8	9.8	15.8	-1.9	3.6
COc1ccc(/C=N/NC(=O)C(C)n2cnc3ccccc3c2=O)cc1OC (centres undefined)	4.7	-2.8	5.4	-22.9	8.9	-33.5	-7.3	-1.1
Cc1cc(N2C(=O)C(O)=C(C(=O)c3ccc(C)o3)C2c2ccc(OCc3ccccc3)cc2)no1 (centres undefined)	-1.3	1.9	2.2	-7.5	16.5	11.9	8.3	6.9
Cc1c(=O)n(OCc2ccccc2)c2ccccc2[n+]1[O-]	1.3	-2.0	1.2	2.8	6.9	11.2	7.5	16.2
COc1cc(OC)cc(C(=O)NCc2ccc3c(c2)OCO3)c1	-6.8	-1.1	1.6	-20.7	15.7	-9.6	-5.9	8.8
CCN(CC)CCOc1cc2c(nn1)Oc1ccccc1N2C	0.8	-0.6	0.7	-35.4	24.8	-19.9	-10.5	-33.6
COc1cc2c(cc1OC)CN(CCC(C)c1ccc(Cl)cc1)CC2 (centres undefined)	-2.3	-3.3	0.1	-1.0	-8.3	4.3	21.1	26.3
COC(=O)C1=C(N)Oc2cc(C)[nH]c(=O)c2C1c1ccncc1 (centres undefined)	-0.9	2.0	-2.6	-3.3	-3.2	2.9	-2.7	2.9
CCC[C@@H](CN1CCC[C@H]1CN1C(N)=NC[C@@H]1Cc1ccccc1)N1C[C@@H]([C@H](C)CC)N(CCCC2CCCC2)C1=N	-3.1	-4.5	2.0	0.4	-77.3	-10.4	23.5	25.3
Cc1cc([N+](=O)[O-])nn1CCCC(=O)Nc1cc(Oc2ccc(F)cc2)cc([N+](=O)[O-])c1	0.2	-1.3	-1.4	7.9	22.8	-2.0	-4.6	20.5
COc1ccc(OC)c(S(=O)(=O)Nc2cc3c4c(c2)CCN4C(=O)CC3)c1	-2.2	-4.5	-0.2	8.0	-12.1	16.4	6.9	10.3

Of the compounds above, seven contain a Cl atom.
SMILES	UPR XBP1 act	APJ agonist	CHOP UPR activ	Jurkat NFkB inh	tim23-1 inh	697 NFkB inh	APJ antagonist	Mdm2-MdmX inh
CC(C(=O)NC1(C#N)CCCCC1)N(C)CC(=O)Nc1ccc(Cl)c(Cl)c1 (centres undefined)	-3.5	-0.8	-0.6	-12.4	9.8	-2.6	2.1	30.2
CC(C)CC(CO)N1CCN(C(=O)c2ccc(Cl)cc2)CCC1=O (centres undefined)	0.3	6.7	-0.7	9.6	2.5	16.8	15.3	-16.8
COc1ccccc1N1CCN(C(=O)CC(NC(=O)c2ccccc2Cl)c2ccccc2)CC1 (centres undefined)	-2.6	-0.5	0.8	14.5	16.6	13.8	-6.8	8.4
CCCN(CC(=O)Nc1ccccc1C)C(=O)CCl	-3.5	1.3	2.0	29.1	31.4	-13.3	6.5	95.1*
Cc1cccc(NC(=O)NNC(=O)c2cc(-c3ccccc3Cl)nc3ccccc23)c1	-4.5	0.9	-0.7	-10.9	16.2	16.4	9.6	-4.8
Cn1ncc(Cl)c1C(=O)Nc1ccc(CN2CCCCC2)cc1	-0.7	-6.0	1.0	-13.2	2.8	11.1	-9.1	8.3
COc1cc2c(cc1OC)CN(CCC(C)c1ccc(Cl)cc1)CC2 (centres undefined)	-2.3	-3.3	0.1	-1.0	-8.3	4.3	21.1	26.3
